Bioassay records from PubChem.
HKDC1 inhibitor – HKDC1 (human) hexokinase inhibition | hit rate 0.16% among 340,000 | recombinant HKDC1, G6PDH/diaphorase resazurin coupled fluorescence | inhibition, % at 20 µM | Q2TB90;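 active = inhibition above about 35% when tested at 20 µM, limit read from the data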;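 note: plate controls were DMSO wells with enzyme for no effect and DMSO wells lacking enzyme for full effect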
Target sequence (Q2TB90 whole entry, looked up): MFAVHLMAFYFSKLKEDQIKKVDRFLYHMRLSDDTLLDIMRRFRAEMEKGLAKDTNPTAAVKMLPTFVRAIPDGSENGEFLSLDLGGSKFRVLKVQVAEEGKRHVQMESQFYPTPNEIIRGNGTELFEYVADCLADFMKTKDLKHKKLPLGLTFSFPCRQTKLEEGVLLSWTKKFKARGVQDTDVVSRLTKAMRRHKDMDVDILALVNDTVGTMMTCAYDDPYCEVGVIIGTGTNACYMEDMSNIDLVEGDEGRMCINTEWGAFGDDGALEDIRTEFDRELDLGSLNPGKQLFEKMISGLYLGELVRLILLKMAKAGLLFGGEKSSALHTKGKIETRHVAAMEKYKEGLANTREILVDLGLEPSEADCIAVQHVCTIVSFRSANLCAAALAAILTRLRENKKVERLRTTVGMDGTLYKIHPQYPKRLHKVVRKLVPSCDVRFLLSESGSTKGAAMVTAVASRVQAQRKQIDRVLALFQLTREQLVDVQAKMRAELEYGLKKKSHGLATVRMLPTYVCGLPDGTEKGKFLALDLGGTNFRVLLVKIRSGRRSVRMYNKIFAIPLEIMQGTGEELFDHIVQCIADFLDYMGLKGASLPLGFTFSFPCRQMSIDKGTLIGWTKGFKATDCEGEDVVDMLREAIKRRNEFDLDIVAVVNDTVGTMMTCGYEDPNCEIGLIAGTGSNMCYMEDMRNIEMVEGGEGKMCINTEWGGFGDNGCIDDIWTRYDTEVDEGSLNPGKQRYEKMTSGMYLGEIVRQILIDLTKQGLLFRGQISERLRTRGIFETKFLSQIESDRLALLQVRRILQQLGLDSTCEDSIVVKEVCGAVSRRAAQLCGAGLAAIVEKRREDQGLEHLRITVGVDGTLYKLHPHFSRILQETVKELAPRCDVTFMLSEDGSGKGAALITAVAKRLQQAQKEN
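Material – in-house recombinant HK5 (HKDC1) enzyme · Quantity – HKDC1 at 5 µg/mL · Buffer or medium – pH 8.0 Tris buffer with 10 mM MgCl2 · Reagent – glucose with 1 mM ATP · Dosing – single 20 µM dose · Times – reaction time 90 min, room temperature, protected from light · Technique – resorufin fluorescence at 613 nm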
SENP8 block-1 – inhibitors of human SENP8 protease. hit rate 0.64% among 360,000. AID 602440. recombinant SENP8, Nedd8 substrate fluorescence. inhibition, % at 20 µM; in the data active = inhibition mostly above about 40%, no sharp cut-off; inactive = mostly below about 27%
Target sequence (Q96LD8 whole entry, looked up): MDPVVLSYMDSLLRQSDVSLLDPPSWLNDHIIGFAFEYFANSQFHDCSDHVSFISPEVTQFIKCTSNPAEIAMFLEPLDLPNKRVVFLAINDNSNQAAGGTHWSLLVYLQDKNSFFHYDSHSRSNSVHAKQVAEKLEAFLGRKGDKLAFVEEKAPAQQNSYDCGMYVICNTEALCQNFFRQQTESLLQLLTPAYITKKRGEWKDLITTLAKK
Apaf-1 inh – human Apaf-1 inhibition | O14727 | inhibition, % at 20 µM | hit rate 0.71% among 330,000 | reconstituted apoptosome caspase-3 activity, DEVD-Rh110 fluorescence; active = inhibition of at least 40% at 20 µM;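 note: plate controls were DMSO wells for no effect and DEVD-CHO caspase inhibitor wells for full effect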
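Material: cell-free apoptosome with Apaf-1, procaspase-3 and caspase-9; Buffer or medium: Hepes pH 7.5 with detergent and BSA; Reagent: cytochrome c trigger plus (Z-DEVD)2-Rh110 caspase-3 substrate; Times: compound with Apaf-1, dATP, procaspase-3 30 min, then 50 min reaction, room temperature; Technique: Rh110 fluorescence intensity.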
SENP6 block – inhibitors of human SENP6 protease; Q9GZR1; Recombinant SENP6 catalytic domain, aminoluciferin luminescence; inhibition, % at 10 µM; hit rate 1.8% among 330,000;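 active = inhibition above about 50% at the single tested dose, limit read from the data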;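 note: plate controls were DMSO wells with enzyme for no effect and DMSO wells lacking enzyme for full effect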
SENP1 FRET inh – inhibitors of human SENP1 SUMO protease catalytic domain; recombinant SENP1 catalytic domain, CyPet-SUMO1-YPet FRET cleavage; inhibition, % at 10 µM; hit rate 0.21% among 360,000;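 active = inhibition at least 30% at 10 µM, raw YFP signal under a set limit, fluorescence ratio 0.5 to 1.5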;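 note: 0% = enzyme with DMSO and 100% = no enzyme wells; some results filed as inactive read as strong as hits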
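Assay system: hSENP1 catalytic domain, recombinant. Amount: SENP1 enzyme, 20 pM final. Schedule: 50 min reaction, RT, dark. Technique: FRET, CFP and YFP emission. Control set: no-enzyme wells low, DMSO-plus-enzyme wells high control.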
SENP7 inh – SENP7 protease inhibition | hit rate 1.5% among 330,000 | inhibition, % at 5 µM | recombinant SENP7, Z-RLRGG-aminoluciferin luminescence, 40 min;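 active = inhibition above about 50% at the single test dose, limit read from the data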;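 note: plate controls were DMSO with enzyme for no effect and no enzyme buffer wells for full effect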
PfG6PD inh – PfG6PD (Plasmodium falciparum) enzyme inhibition; PfGluPho enzyme, NADPH resazurin-diaphorase fluorescence; inhibition, % at 20 µM; hit rate 0.78% among 350,000; AID 504690;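 active = inhibition reaching at least a set limit at 20 µM in the primary screen, cut at about 59% in these data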;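 note: 0% = DMSO wells with substrate and 100% = DMSO wells lacking glucose-6-phosphate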
SENP8 block-2 – inhibitors of human SENP8 protease | purified SENP8, Z-RLRGG-aminoluciferin cleavage, luminescence | hit rate 1.2% among 330,000 | Q96LD8 | AID 2540 | inhibition, % at 10 µM; in the data active = inhibition above about 50%
An asterisk follows results filed as active; . = not tested or not shown.

| Compound | SENP6 block | Apaf-1 inh | PfG6PD inh | SENP7 inh | SENP8 block-2 | SENP1 FRET inh | HKDC1 inhibitor | SENP8 block-1 |
| --- | --- | --- | --- | --- | --- | --- | --- | --- |
| Cn1c(SCc2nc(-c3ccc(Cl)cc3)no2)nnc1-c1cccs1 | -3.6 | 8.7 | -6.8 | 8.3 | 3.9 | 4.1 | -4.4 | 13.7 |
| Cc1ccc(S(=O)(=O)N(C)C2(C)CCS(=O)(=O)C2)cc1 (configuration not stated) | 6.7 | -11.1 | -3.4 | -3.2 | -2.4 | 1.9 | -7.5 | 6.4 |
| NS(=O)(=O)c1ccc(CCNC(=O)Cc2cccs2)cc1 | -4.8 | -3.0 | -10.8 | 4.2 | -7.9 | -4.5 | 4.3 | 6.7 |
| CC1CN(CC(=O)Nc2ccc(Br)cn2)CC(C)O1 (configuration not stated) | 0.3 | -10.7 | 1.5 | 11.2 | -6.8 | 0.8 | -4.4 | 12.1 |
| Cc1ccc(NC(=O)CN(C)C(=O)COc2cccc3ccc(C)nc23)cc1 | 15.6 | 2.4 | 13.7 | -5.3 | 1.8 | -2.2 | -2.0 | -74.7 |
| CCc1ccccc1NC(=O)Nc1cccc(F)c1 | 36.4 | 2.0 | 16.4 | 44.4 | 13.0 | -0.9 | 15.5 | 20.8 |
| C=CCC1(C#N)C(SC)=NC2=C(C(=O)CC(C)(C)C2)C1c1ccc(Br)cc1 (configuration not stated) | -2.1 | 13.0 | 6.4 | 4.8 | -1.3 | 1.6 | 13.5 | 11.8 |
| O=C(CN(Cc1ccccc1F)S(=O)(=O)c1ccc(Cl)cc1)NCCCO | 16.4 | -23.5 | -3.0 | -9.2 | 7.4 | 0.1 | -1.7 | 21.8 |
| O=c1[nH]c(=S)[nH]c2sc3c(c12)CCCCCC3 | 10.2 | 4.8 | -21.2 | -1.9 | 5.1 | -3.1 | 6.8 | -34.4 |
| O=C(NNC(=O)C12CC3CC(CC(C3)C1)C2)c1ccccc1O | 6.2 | -10.9 | -23.1 | 1.2 | -0.6 | -0.3 | -12.4 | -204.8 |
| C#CCOCCOCCOCCNc1nc(N2CCOCC2)nc(N2CCN(C(=O)CCCCCCCCCCNC(=O)[C@@H](CCSC)n3cc(CCO)nn3)CC2)n1 | -9.4 | 7.6 | -17.6 | -7.0 | 6.7 | 1.1 | 3.2 | 10.1 |
| CCCCn1c(N)c(N(CCOC)C(=O)CCNC(=O)NC23CC4CC(CC(C4)C2)C3)c(=O)[nH]c1=O | . | . | 4.3 | . | . | -8.2 | -3.5 | -10.9 |
| C[C@H](CO)N1C[C@H](C)[C@@H](CN(C)S(=O)(=O)c2ccc(F)cc2)Oc2ccc(NC(=O)NC3CCCCC3)cc2C1=O | -13.8 | 15.6 | 22.8 | -10.9 | -10.0 | -0.8 | -10.3 | 1.8 |
| Cc1ccc(S(=O)(=O)Nc2cnc3ccccc3c2)cc1 | -2.2 | 10.3 | -30.1 | -9.2 | -2.7 | 1.7 | 6.3 | -276.9 |
| CCCOC(=O)Nc1sc2c(c1C(N)=O)CCCC2 | -9.0 | -10.9 | 19.6 | -1.7 | -13.4 | 1.2 | -2.9 | 2.1 |
| O=S(=O)(Nc1cccc2c1CCCC2)c1cccc(C(F)(F)F)c1 | -3.0 | 4.9 | 9.5 | -4.0 | -4.9 | -0.5 | -1.5 | 7.1 |
| O=[N+]([O-])c1cccc(C(=S)N2CCCC2)c1 | 9.6 | -3.6 | -2.2 | 6.5 | 0.8 | 1.2 | 0.8 | 5.3 |
| N#CC1=C(N)Oc2c(oc(CO)cc2=O)C1c1ccsc1 (configuration not stated) | 8.7 | 6.5 | 24.8 | -1.6 | -3.6 | -44.9 | 4.9 | -23.9 |
| Cn1cc(C(=O)c2ccc(Cl)cc2)cc1-c1nc2ccccc2n1C | -4.2 | 20.7 | 19.5 | -7.0 | -4.8 | -10.6 | -2.7 | -60.2 |
| COCCNC(=O)CN(c1cc(C(F)(F)F)ccc1Cl)S(C)(=O)=O | -3.7 | -8.2 | 9.6 | 4.4 | 6.8 | 1.5 | -9.8 | 6.7 |
| COc1cccc(CNC(=O)c2c[nH]n3c(=O)c(Cl)c(C)nc23)c1 | 8.1 | 8.7 | 14.1 | 10.4 | 3.6 | 2.1 | -3.3 | -63.3 |
| CCC12CN(S(=O)(=O)c3ccc(C)cc3)CC(CC)(CN(S(=O)(=O)c3ccc(C)cc3)C1)C2=O | -9.1 | -8.7 | 3.6 | -3.4 | -5.6 | 3.3 | -5.2 | 8.4 |
| COc1cc(C(=O)OCC(=O)NC2CCCCC2)cc2c1OCCO2 | -18.8 | -4.9 | -2.5 | -1.5 | -11.7 | 1.8 | 1.3 | 24.4 |
| Cc1ccc(NC(=O)c2ccc(S(=O)(=O)N3CCCCCC3)cc2)nc1 | -9.7 | 14.3 | 8.6 | 12.8 | -6.1 | -1.3 | -4.8 | 19.0 |
| COc1ccc(NC(=O)C2CCCN(S(=O)(=O)c3cccc4nonc34)C2)c(OC)c1 (configuration not stated) | -14.0 | 0.1 | -9.8 | -7.1 | -9.6 | -6.8 | -1.6 | 8.7 |
| Cc1c(C(=O)N2CCN(S(=O)(=O)c3ccc(F)cc3)CC2)oc2ccccc12 | -10.4 | 16.1 | 6.1 | -0.1 | 4.9 | -11.4 | 1.3 | -34.8 |
| CC(=O)N1CCC(O)(c2cccc(C(F)(F)F)c2)CC1 | -27.4 | -6.7 | -10.4 | -0.7 | 0.7 | 1.3 | -0.7 | 8.5 |
| COC(=O)c1cc(C)sc1NC(=O)C1CC(=O)NN1Cc1ccccc1 (configuration not stated) | 10.7 | -0.7 | 13.2 | 1.8 | -5.4 | 2.0 | -5.1 | 2.5 |
| COc1ccccc1CNC(=O)C(=O)NCC1OCCN1S(=O)(=O)c1ccccc1 (configuration not stated) | -0.4 | 6.8 | -1.1 | -4.5 | -7.0 | -3.0 | -6.5 | 3.6 |
| CC(C)N(C(=O)CS(=O)(=O)c1ccc(Cl)c(Cl)c1)C(C)C | 11.4 | 3.6 | 12.4 | 0.1 | 2.0 | 2.1 | -12.2 | 7.7 |
| CN(CC(=O)Nc1ccc(F)cc1)C(=O)CN1C(=O)c2cccc([N+](=O)[O-])c2C1=O | -13.6 | -9.5 | -2.9 | 8.8 | -1.7 | -1.9 | -4.4 | 10.2 |
| COc1cc(/C=N/n2nnnc2Nc2ccccc2)cc(OC)c1OC | -9.9 | -19.6 | 7.4 | -6.7 | -11.3 | 2.3 | -1.5 | -108.6 |
| C/C(=N\NC(=O)c1ccc(Cl)cc1)c1cccc(NC(=O)c2cccnc2)c1 | -16.1 | 5.9 | -1.1 | -7.3 | -6.6 | -0.1 | 1.5 | 12.9 |
| O=c1c2cnn(-c3ccccc3)c2ncn1Cc1ccccc1 | 7.6 | 3.5 | -18.3 | 9.4 | 0.6 | 3.2 | -2.1 | 7.2 |
| CCOc1cc(Br)c(C(=O)O)cc1OC | -6.5 | -8.1 | -8.8 | 2.1 | 4.6 | 0.9 | 3.9 | 2.9 |
| CC(CC(=O)N1CCN(S(=O)(=O)c2ccc(Cl)cc2)CC1)n1cncn1 (configuration not stated) | -9.8 | -4.0 | 13.7 | -3.2 | 4.8 | 2.4 | 1.8 | -0.4 |
| N#C/C(=C/c1ccc(Sc2nc3ccccc3[nH]2)o1)c1cccc(Br)c1 | -4.3 | 11.6 | 13.3 | -1.1 | -7.4 | -16.1 | 0.5 | -26.9 |
| COC(=O)c1ccc(NC(=O)CN2C(=O)CCC2=O)cc1 | -17.1 | -4.7 | -8.3 | 2.9 | -1.0 | 0.4 | -1.7 | 33.3 |
| CCN(CC(=O)N1CCN(C)CC1)S(=O)(=O)c1ccc(Cl)cc1 | -17.1 | -11.1 | -9.6 | 4.3 | -4.0 | 1.4 | -6.6 | 18.3 |
| O=C(CC1Nc2ccccc2NC1=O)NCC1COc2ccccc2O1 (configuration not stated) | -15.3 | 0.8 | -5.2 | -4.5 | -4.8 | -36.5 | -3.4 | -283.9 |
| O=C(CSc1nc(=O)n(CCCN2CCOCC2)c2c1CCCC2)Nc1cccc(Cl)c1 | -9.2 | -0.9 | 0.7 | 1.5 | -1.3 | -0.5 | -1.8 | 0.3 |
| CC1CCCC(NC(=O)CCNC(=O)c2ccc([N+](=O)[O-])cc2)C1C (configuration not stated) | 9.6 | -7.1 | -7.5 | 4.3 | -2.0 | -0.2 | -1.4 | 14.7 |
| CCNc1nc(N2CCOCC2)nc(N(c2ccccc2)c2ccccc2)n1 | -12.0 | 6.3 | -21.2 | 8.5 | 0.5 | 1.7 | -3.7 | 16.6 |
| CCc1cc(Cn2nc(-c3ccccc3)cc2C(=O)NCC2CC2)on1 | -3.4 | 3.6 | 15.4 | -0.3 | -10.6 | -3.1 | 0.6 | 16.8 |
| CC1CCCN(C(=O)Cn2nnc(-c3ccc([N+](=O)[O-])cc3)n2)C1 (configuration not stated) | 0.1 | 3.6 | . | 9.7 | -7.3 | 1.9 | . | 23.5 |
| CCN(C(=O)COC(=O)c1cccc2ccccc12)c1c(N)n(Cc2ccccc2)c(=O)[nH]c1=O | . | . | 5.3 | . | . | -3.4 | -1.2 | -8.9 |
| C/C(=N\NC(=O)C1CC1)c1ccc(N2CCOCC2)cc1 | -2.5 | 2.4 | -12.2 | -7.5 | -6.2 | 3.3 | -3.9 | -30.3 |
| COc1ccc(C2C(C(=O)Nc3cccnc3)=C(C)Nc3nc(-c4cccs4)nn32)cc1 (configuration not stated) | 7.0 | -8.1 | 7.5 | 5.4 | -2.7 | -0.5 | -4.9 | -43.1 |
| Cc1cc(C(=O)N2CCC(Cc3ccccc3)CC2)no1 | 3.3 | -0.6 | -2.6 | -0.5 | 8.5 | 2.1 | -2.5 | 1.0 |
| CCN1CCN(C(=O)c2ccc(Cl)c(S(=O)(=O)N3CCCCC3)c2)CC1 | -10.9 | -2.4 | -8.7 | -0.1 | 1.5 | 0.8 | -8.0 | 8.4 |
| Cc1cc(C)n2c(SCC(O)=C(C#N)c3nc4ccccc4[nH]3)nnc2n1 | . | . | -15.6 | . | . | -64.8 | 5.9 | -111.8 |
| CCN(CC)CCNC(=O)c1ccc(CS(=O)(=O)c2ccccc2C)o1 | -5.2 | 1.9 | -8.5 | 0.1 | -2.5 | -0.8 | 0.4 | 4.9 |
| CCOc1ccc(S(=O)(=O)N2CCC(C(=O)NCCN3CCOCC3)CC2)cc1C | -3.6 | -2.2 | 12.1 | -4.8 | -7.2 | 3.3 | -1.4 | 1.5 |
| O=C(CCCCCN1C(=O)c2cccc([N+](=O)[O-])c2C1=O)Nc1ccccc1F | -14.6 | -18.3 | -8.6 | 1.0 | 4.5 | -1.6 | 5.7 | 3.8 |

Ordered by length of the SMILES (rising): four of the compounds above.
| Compound | SENP6 block | Apaf-1 inh | PfG6PD inh | SENP7 inh | SENP8 block-2 | SENP1 FRET inh | HKDC1 inhibitor | SENP8 block-1 |
| --- | --- | --- | --- | --- | --- | --- | --- | --- |
| O=C(CC1Nc2ccccc2NC1=O)NCC1COc2ccccc2O1 (configuration not stated) | -15.3 | 0.8 | -5.2 | -4.5 | -4.8 | -36.5 | -3.4 | -283.9 |
| CC(CC(=O)N1CCN(S(=O)(=O)c2ccc(Cl)cc2)CC1)n1cncn1 (configuration not stated) | -9.8 | -4.0 | 13.7 | -3.2 | 4.8 | 2.4 | 1.8 | -0.4 |
| CC1CCCN(C(=O)Cn2nnc(-c3ccc([N+](=O)[O-])cc3)n2)C1 (configuration not stated) | 0.1 | 3.6 | . | 9.7 | -7.3 | 1.9 | . | 23.5 |
| CN(CC(=O)Nc1ccc(F)cc1)C(=O)CN1C(=O)c2cccc([N+](=O)[O-])c2C1=O | -13.6 | -9.5 | -2.9 | 8.8 | -1.7 | -1.9 | -4.4 | 10.2 |
